# From PubChem BioAssay
# BoNT-F LC inh = BoNT/F light chain protease inhibitors, primary screen, biochemical, flow cytometry, MLPCN library. Botulinum neurotoxin type F light chain protease (Clostridium botulinum). Multiplex microsphere protease cleavage assay. inhibition, % at 10 µM. 0.22% of 360,000 active; in the data active means inhibition above about 35%, passing the limit was not always enough; inconclusive means no clear call, values can overlap the other calls; further: plate controls were buffer without enzyme for full effect and enzyme alone for no effect
# Mtb UGM inh = M. tuberculosis UGM enzyme inhibitors, primary screen, biochemical, fluorescence polarization, single point; UDP-galactopyranose mutase (Mycobacterium tuberculosis (strain ATCC 25618 / H37Rv)), …; inhibition, % at 10 µM; 0.06% of 320,000 active; purified UGM, fluorescence polarization probe displacement; in the data active means inhibition above about 10%, passing the limit was not always enough; inconclusive means no clear call, values can overlap the other calls
# Target sequence (P9WIQ1 whole entry, looked up): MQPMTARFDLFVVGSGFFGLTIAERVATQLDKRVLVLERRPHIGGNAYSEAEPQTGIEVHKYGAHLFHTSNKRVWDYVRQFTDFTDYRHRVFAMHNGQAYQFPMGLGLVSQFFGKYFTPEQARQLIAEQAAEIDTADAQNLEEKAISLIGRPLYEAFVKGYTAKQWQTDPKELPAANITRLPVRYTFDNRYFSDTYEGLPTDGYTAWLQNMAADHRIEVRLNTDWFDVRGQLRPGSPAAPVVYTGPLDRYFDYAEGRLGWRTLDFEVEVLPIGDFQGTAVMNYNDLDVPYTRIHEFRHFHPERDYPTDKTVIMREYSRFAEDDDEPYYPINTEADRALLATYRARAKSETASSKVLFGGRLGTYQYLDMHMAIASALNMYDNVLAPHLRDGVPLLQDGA
# FadD28 binding = inhibitors of FadD28 bisubstrate probe binding, primary screen, biochemical, fluorescence polarization, single point; AID 588549, 2011; inhibition, % at 12.5 µM; 0.22% of 360,000 active; in the data active means inhibition above about 8.5%, passing the limit was not always enough; inconclusive means no clear call, values can overlap the other calls
# GDH-TPI counter = GDH-TPI coupling enzyme inhibitors, primary screen, artefact control for M. tuberculosis FBA inhibitor project, biochemical, absorbance, full deck. inhibition, % at 4.8 µM. 1.2% of 360,000 active. GDH-TPI coupled enzyme counterscreen, NADH absorbance;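 further: 0% = DMSO wells and 100% = wells lacking the enzyme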
# DUSP3 inh = VHR1 phosphatase inhibitors, primary screen, biochemical, absorbance, uHTS; Dual specificity protein phosphatase 3 (Homo sapiens), P51452; recombinant VHR phosphatase, pNPP absorbance; inhibition, % at 13.3 µM; 0.52% of 290,000 active; AID 1654, 2009; in the data active means inhibition above about 50%; further: some compounds called inactive have numbers as strong as hits
# MazEF act = activators of E. coli MazEF toxin-antitoxin RNase, primary screen, biochemical, fluorescence, uHTS. Endoribonuclease toxin MazF (Escherichia coli (strain K12)), P0AE70. FAM/BHQ RNA-DNA oligo cleavage fluorescence, 5 h. activation, % at 20 µM. 0.32% of 350,000 active. AID 504720, 2011; in the data active means activation above about 50%
# Target sequence (P0AE70 whole entry, looked up): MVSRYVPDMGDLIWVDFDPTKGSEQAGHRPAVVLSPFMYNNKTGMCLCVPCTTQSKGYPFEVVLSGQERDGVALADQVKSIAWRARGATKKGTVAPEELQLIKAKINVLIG
# Mtb BioA inh = M. tuberculosis BioA enzyme inhibitors, primary screen, biochemical, plate reader, single point, HTS | inhibition, % at 9.99 µM | purified M. tuberculosis BioA enzyme | 0.096% of 360,000 active | 7,8-diaminopelargonic acid synthase BioA (Mycobacterium tuberculosis) | AID 602481, 2012; in the data active means inhibition above about 40%; inconclusive means no clear call, values can overlap the other calls
# Rv3671c inh = Rv3671c serine protease inhibitors, primary screen, biochemical, fluorescence polarization, M. tuberculosis H37Rv; inhibition, % at 5.96 µM; 0.048% of 320,000 active; P9WHR9; in the data active means inhibition above about 38%;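 further: extracellular domain of Rv3671c used as enzyme; 0% = enzyme with DMSO and 100% = no enzyme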
# Target sequence (P9WHR9 whole entry, looked up, the tested form may be a part): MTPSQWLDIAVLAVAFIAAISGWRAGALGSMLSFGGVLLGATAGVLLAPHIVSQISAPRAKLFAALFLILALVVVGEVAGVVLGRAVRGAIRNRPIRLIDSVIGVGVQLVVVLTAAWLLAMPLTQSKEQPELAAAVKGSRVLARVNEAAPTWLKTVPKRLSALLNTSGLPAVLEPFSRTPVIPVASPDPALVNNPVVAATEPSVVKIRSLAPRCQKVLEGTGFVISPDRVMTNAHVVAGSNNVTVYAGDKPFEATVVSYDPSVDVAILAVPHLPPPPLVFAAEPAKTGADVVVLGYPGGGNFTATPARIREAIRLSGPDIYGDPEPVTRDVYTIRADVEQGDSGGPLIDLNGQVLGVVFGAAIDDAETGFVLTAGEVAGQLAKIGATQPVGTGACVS
# FBA Mtb inh = Mtb FBA enzyme inhibitors, primary screen, biochemical, fluorescence, strain H37Rv. Fructose-bisphosphate aldolase (Mycobacterium tuberculosis (strain ATCC 25618 / H37Rv)), …. purified M. tuberculosis FBA, fluorescence read-out. inhibition, % at 1 µM. 2.3% of 360,000 active; in the data active means inhibition above about 27%;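 further: 0% = vehicle and 100% = reference inhibitor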
# CCHFV vOTU inh = CCHFV vOTU protease inhibitors, primary screen, biochemical, Pep-AMC substrate, fluorescence | Crimean-Congo hemorrhagic fever virus L polyprotein viral ovarian tumor (vOTU) protease … | inhibition, % at 11.5 µM | 0.55% of 370,000 active; further: 0% = vehicle wells with enzyme and 100% = no enzyme wells
# Numbers without * were called inactive; ? = inconclusive; . = not tested or not shown. Unless noted, no stated cut-off is given here; in the data, active means inhibition above about 30%; inactive means the rest.
SMILES,BoNT-F LC inh,Mtb UGM inh,FadD28 binding,GDH-TPI counter,DUSP3 inh,MazEF act,Mtb BioA inh,Rv3671c inh,FBA Mtb inh,CCHFV vOTU inh
CN(Cc1ccc(Cl)s1)C(=O)CSc1nnc(C2CC2)n1C1CC1,-11,0.0,1.2,13,.,4,2.0,3,4,-8
Oc1ccccc1/C=C/c1noc(-c2ccccc2O)n1,4,-1.1,-4.4,-8,3,13,.,-4,1,7
O=C(Nc1nnc([C@H]2C[C@H](O)[C@@H](CO)O2)s1)NC1CCCCC1,-5,.,-1.1,6,.,.,-3.2,.,3,-7
Cn1c2c(c3cc([N+](=O)[O-])ccc31)CCCC2,-20,2.8,-0.6,3,5,-25,-1.7,-6,1,-7
Cc1cc(C(=O)OCC(=O)Nc2cccc(S(N)(=O)=O)c2)c2ccccc2n1,-3,-0.9,-4.1,-4,10,7,2.8,-8,-2,5
CCC(=O)NCCC(c1ccco1)c1ccccc1OC (stereo not drawn),14,1.2,0.0,10,-10,4,-3.2,-5,0,6
O=c1c(-c2nc3ccccc3s2)cccn1Cc1ccc(Cl)c(Cl)c1,-3,2.8,-1.4,18,13,-10,.,-5,12,-11
Cc1ccc(CC(C(=O)O)C(C)C(=O)Nc2ccc(F)cc2)cc1 (stereo not drawn),-13,0.9,0.9,11,6,2,0.4,.,3,-9
COc1ccc2c(c1OC)C(=O)N(c1ccccc1)C2=O,2,2.3,-1.0,7,18,-14,.,-3,7,-12
CN1CCCN(C(=O)c2ccc(Cl)s2)CC1,11,0.3,0.9,5,6,0,3.3,6,-1,2
COC(C(=O)NNC(=O)Cc1ccc(Cl)cc1)c1ccccc1 (stereo not drawn),?,6.8,-3.6,-1,-17,-3,.,6,4,5
Cc1ccccc1C(=O)OC(C)CN1CCOCC1 (stereo not drawn),-11,1.4,0.2,0,-10,4,1.0,-3,0,16

# Another view of some results above:
# Second line of a record: BoNT-F LC inh | Mtb UGM inh | FadD28 binding | GDH-TPI counter | DUSP3 inh | MazEF act | Mtb BioA inh | Rv3671c inh | FBA Mtb inh | CCHFV vOTU inh
> CCC(=O)NCCC(c1ccco1)c1ccccc1OC (stereo not drawn)
 : 14 | 1.2 | 0.0 | 10 | -10 | 4 | -3.2 | -5 | 0 | 6
> Oc1ccccc1/C=C/c1noc(-c2ccccc2O)n1
 : 4 | -1.1 | -4.4 | -8 | 3 | 13 | . | -4 | 1 | 7
> Cc1ccccc1C(=O)OC(C)CN1CCOCC1 (stereo not drawn)
 : -11 | 1.4 | 0.2 | 0 | -10 | 4 | 1.0 | -3 | 0 | 16
> O=C(Nc1nnc([C@H]2C[C@H](O)[C@@H](CO)O2)s1)NC1CCCCC1
 : -5 | . | -1.1 | 6 | . | . | -3.2 | . | 3 | -7
> Cc1ccc(CC(C(=O)O)C(C)C(=O)Nc2ccc(F)cc2)cc1 (stereo not drawn)
 : -13 | 0.9 | 0.9 | 11 | 6 | 2 | 0.4 | . | 3 | -9

# Additional entries:
SMILES,BoNT-F LC inh,Mtb UGM inh,FadD28 binding,GDH-TPI counter,DUSP3 inh,MazEF act,Mtb BioA inh,Rv3671c inh,FBA Mtb inh,CCHFV vOTU inh
COc1ccc(-c2cc(C(=O)N3CC(C)CC(C)C3)c3ccccc3n2)cc1 (stereo not drawn),-4,0.1,-1.5,13,.,-2,-0.5,-16,50*,-68
C=CCNC(=O)COC(=O)c1cc(S(=O)(=O)N2CCOCC2)ccc1N1CCCCC1,4,1.2,0.4,9,43,4,-0.6,5,2,12
COc1nc(NC(C)(C)C)nc(Oc2ccc(=O)n(-c3ccccc3)n2)n1,-1,0.0,0.1,15,12,6,1.1,-8,2,-7
CCOCCCNCC(O)c1ccccc1 (stereo not drawn),-12,.,-0.9,9,19,1,0.3,-8,-6,-5
CCOc1ccccc1C(=O)Nc1cnn(Cc2ccc(F)cc2)c1,-8,2.4,-3.0,2,3,0,-0.2,-1,1,-5
COc1ccc(-c2csc(/C(C#N)=C(\O)CSc3nccn3C)n2)cc1OC,2,1.4,0.2,6,15,1,5.0,5,-4,3
Cc1ccc(S(=O)(=O)Nc2ccccc2/C=N/c2nc3ccccc3n2C)cc1,-13,2.1,0.5,5,13,5,.,-6,1,.
COc1ccc(O)c(CN2CCCC(C(=O)c3ccccc3SC)C2)c1 (stereo not drawn),-3,-1.7,0.3,3,34,3,.,0,4,-5
CCC(=O)NNC(=O)c1cc(COc2cc(Cl)cc(Cl)c2)on1,?,0.9,-1.9,-1,33,-3,.,-2,3,-9
COc1cc(C(C(=O)NC(C)(C)C)N(Cc2ccccc2)C(=O)c2cnccn2)cc(OC)c1OC (stereo not drawn),2,2.8,-3.6,0,8,1,0.7,3,1,-9
CCC/C=C/c1ccc(CN2C(CC(C)C)C(=O)N(Cc3cn(CCOCOC)nn3)CCS2(=O)=O)cc1 (stereo not drawn),-8,.,-0.7,-2,.,-5,-6.3,.,-2,-4
O=C(NCc1cccnc1)c1ccc2nc([C@@H]3O[C@H](CO)[C@H](O)[C@H](O)[C@H]3O)[nH]c2c1,4,.,-5.0,-18,.,.,-0.8,.,-1,7
CCC(C)NC(=O)C(Cc1ccccc1)NS(=O)(=O)c1ccc2c(c1)CCC(=O)N2 (stereo not drawn),-3,-2.0,-0.9,3,-1,9,-1.2,1,0,13
CN(C)S(=O)(=O)c1cccc(NC(=S)NN=C(Cc2ccccc2)Cc2ccccc2)c1,-8,0.3,-0.9,3,-1,-5,.,4,3,-1
CCOc1cc(C(=O)O)cc(Cl)c1OCC#N,-9,1.9,-4.0,2,21,4,-0.5,-3,-1,-4
Cn1c(NC(=O)c2ccco2)cc(=O)n(C)c1=O,1,1.5,-1.4,22,5,2,-0.3,9,-3,7
CC(=O)/C(=N\Nc1ccccc1)Sc1cccc2cccnc12,-18,-1.7,-1.0,16,1,0,0.2,-10,-2,0
Cc1nc(SCCOc2ccccc2)[nH]c(=O)c1Cc1ccccc1,-1,-2.3,-0.6,0,21,6,.,4,4,-11
CCN(CC)C(=O)c1[nH]cnc1C(=O)NC1CCN(C(=O)OC(C)(C)C)CC1,3,0.0,0.5,9,.,4,-1.5,4,0,-5
OC1(c2ccc(OC(F)F)cc2)CSC(=Nc2cccnc2)N1Cc1ccco1 (stereo not drawn),-8,.,-3.2,-3,-5,-5,.,.,-2,2
CCOc1ccccc1N(CC)C(=O)c1cc2c(s1)-c1ccccc1S(=O)(=O)C2,-2,.,1.1,25,.,.,-1.8,.,1,2
Nc1ccccc1-n1c(=O)n(Cc2ccccc2F)c(=O)c2[nH]cnc21,13,-2.3,0.6,8,24,4,-1.7,-5,1,-4
O=C(c1ccccc1F)N1CCCC(C(=O)N2CCN(c3ccccc3)CC2)C1 (stereo not drawn),-2,0.5,-1.4,5,4,11,.,-2,6,-8
Nc1nc(Cl)cc(NCCc2ccccc2)n1,.,-1.4,.,.,14,.,.,1,.,9
Cc1noc(NC(=O)c2cccc(C(F)(F)F)c2)c1Cl,0,1.8,-0.1,-2,-3,-19,.,4,-2,-7
O=C(COc1ccccc1)Nc1c(C(=O)N2CCC(N3CCCCC3)CC2)oc2ccccc12,-5,-0.3,1.3,3,-5,17,-2.1,-9,3,1
COC(=O)c1ccc(CO/N=C/c2cccc([N+](=O)[O-])c2)cc1,?,-2.8,.,18,-9,2,1.1,5,1,-5
COc1ccc(-c2noc(CCC(=O)N3CCN(c4ccccc4)CC3)n2)cc1,0,.,-3.3,6,.,-2,0.1,.,-1,-6
COc1cccc(OC)c1OCCOc1ccccc1OC(C)C,6,-1.4,0.2,7,19,-8,0.0,2,3,5
C#Cc1cccc(-n2nnc(C(C)=O)c2C)c1,?,0.6,-2.9,-7,14,4,1.0,14,0,3
CC(C)c1ccc(OCC(=O)NCc2ccccc2)cc1,.,3.4,2.0,14,-22,-2,5.1,2,2,-1
N#CCN(C(=O)CSc1nnc(C2CC2)n1C1CC1)c1ccccc1,-1,.,-1.4,4,.,4,0.6,.,5,-3
CCn1c(SCC(=O)Nc2ccc(N(C)C)cc2)nnc1-c1ccco1,5,-0.4,.,16,-3,-8,-1.1,5,4,5
CCCCCn1c(CN2CCCCC2CC)nc2c1c(=O)n(C)c(=O)n2C (stereo not drawn),-1,-1.8,-4.6,2,12,3,0.4,8,-3,-5
CCOCCCNC(=O)CNC(=S)N(Cc1ccc(C)cc1)Cc1ccco1,-2,-1.3,-5.3,4,27,2,.,11,-1,-8
CCS(=O)(=O)N1CCN(c2ccc(S(=O)(=O)N3CCOCC3)cc2)CC1,4,-0.4,-1.6,6,-1,4,1.6,5,2,-1
O=Cc1cn(Cc2c(F)cccc2Cl)c2ccccc12,1,-1.9,-4.3,12,-13,12,2.0,4,-3,-5
CCCCn1nc(C(=O)N2CCN(S(=O)(=O)c3ccccc3)CC2)c2ccccc2c1=O,12,0.0,-2.6,7,.,2,.,-1,4,6
Cc1cccc(C(=O)Nc2cccc3cccnc23)c1,-5,-0.6,-3.4,-8,23,5,1.1,.,-1,4
OC(COc1cccc(OCC(O)CN2CCCC2)c1)CN1CCCC1 (stereo not drawn),-13,1.5,-1.6,12,15,3,-2.3,-8,2,-1
CC1(C(=O)NS(=O)(=O)c2ccc(Br)cc2)CCN1C(=O)CCC1CCCC1 (stereo not drawn),-2,.,-2.0,11,.,.,-2.3,.,5,9
Cc1cccc(Cn2ccc(N)n2)c1,-8,-5.0,1.5,4,9,6,.,4,1,1
COc1ccc(OC)c(C(=O)c2coc3ccc(O)c(CN4CCOCC4)c23)c1,-2,1.0,-2.7,12,-6,3,-0.4,4,1,-3
CCn1ccnc1CNC(=O)c1ccc(OC2CCN(C(=O)COC)CC2)cc1,-9,1.9,-1.8,1,11,-6,-0.1,-2,3,-2
COc1ccccc1N1CCN(Cc2ccc3c(c2)OCO3)CC1,?,4.2,-0.3,4,.,2,.,-7,-2,4
O=C1NC[C@@H](c2ccccc2)OC(=O)[C@H](Cc2ccc(F)cc2)C/C=C\C[C@H]1CC(=O)N(CCO)Cc1ccccc1,-11,0.2,-4.4,11,.,-3,-1.2,-6,0,-8
N#Cc1c(-c2ccccc2F)cc(-c2cccnc2)nc1N,-6,-0.2,-0.9,11,6,3,-2.4,1,110*,-165
O=S(=O)(NCc1ccccc1)c1ccc2c(c1)OCCO2,6,0.2,0.4,7,35,-1,-2.5,8,-4,-1
COc1ccc(N2CCN(C(=O)c3cc(=O)c4cc(Cl)ccc4o3)CC2)cc1,-6,0.6,0.0,-4,.,7,.,-4,-2,0
Cc1ccc(CNC(=O)COC(=O)c2ccc(S(=O)(=O)N3CCOCC3)cc2)cc1,-2,-2.4,-2.6,8,.,7,0.1,-3,0,-1
Cc1cccc(Oc2ccccc2NS(=O)(=O)c2ccc(CCC(=O)O)cc2)c1,1,2.1,-0.4,8,.,-2,1.5,-7,0,-1
COc1ccc(/C=C2/C(=O)N(Cc3ccco3)C(=O)N(C(C)C)C2=O)cc1,3,-2.3,9.5*,2,7,-11,.,-22,1,14
COc1ccc(C(CC(=O)N2CCCCC2)NC(=O)C(F)(F)F)cc1 (stereo not drawn),1,-0.9,-4.0,-6,40,-1,.,7,-1,16
Cc1c(Cl)cccc1NC(=O)CSc1ncnc2c1cnn2CCO,7,-1.5,-2.0,7,-6,8,-0.8,.,0,-4
CCc1c(C#N)c(SCCC(=O)Nc2ccc(C)cc2)nc2c1C(=O)CC(C)(C)C2,2,0.8,-1.0,-3,-2,-1,-1.6,-7,1,-10
